# Source: PubChem BioAssay (several laboratories)
# STAT3 act = increases IL-6 driven STAT3 reporter signal; 190,000 tested, 0.91% active; AID 871; activation (% of control), % at 5.6 µM; U3A cells, IL-6 STAT3-luciferase reporter, luminescence; 100% = signal with IL-6 EC80 alone;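 active = activation above the screen-wide mean of compound activation plus 3 SD, cut at about 130% in these data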;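 note: 0% = background luminescence of wells with medium and substrate only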
#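 Test system: human U3A cells carrying STAT3-luciferase construct; control set: IL-6-only wells as 100% reference; timing: compound pre-incubation 1 h before IL-6, then 6 h stimulation at 37 °C; also added: IL-6 stimulus at 33 ng/mL final; evaluation: % activation versus median of IL-6-stimulated wells; detection: reporter luminescence signal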
# Hsp70 act = switches on Hsp70 transcription; activation, % at 10 µM; 200,000 tested, 0.04% active; AID 1203; HeLa Hsp70 promoter luciferase reporter, luminescence; scaled: vehicle 0, proteasome-inhibitor control 100%;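 active = activation above the mean across all tested compounds plus 3 SD, cutoff set per campaign, cut at about 5.5% in these data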;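 note: 100% = MG132 at 30 µM as the positive control and 0% = DMSO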
# STAT3 inh = reduces IL-6 driven STAT3 reporter signal | inhibition, % at 5.5 µM | U3A cells, IL-6 STAT3-luciferase reporter, luminescence; host cell line lacks STAT1 | 190,000 tested, 0.89% active;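 active = inhibition above the mean inhibition across all screened compounds plus 3 SD, cut at about 44% in these data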;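 note: 0% = DMSO only wells and 100% = 100 µM nifuroxazide control wells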
# RAM network inh = inhibitors of the yeast RAM network. S. cerevisiae dse1pr::URA3 reporter, 5-FOA growth OD615, 2 d; analog-sensitive cbk1-as2 kinase mutant strain. inhibition, % at 50 µM. 190,000 tested, 1.8% active. AID 868;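 active = inhibition above a set limit, 3 SD over mean compound inhibition, cut at about 8.4% in these data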;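 note: 0% = DMSO-only wells with no growth and 100% = 10 µM 1-NA-PP1 full growth; inhibition rescues growth on 5-FOA so higher OD means more RAM inhibition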
# NF-kB expr up = NF-kB expression increase, human neuronal cells | AID 1239 | fold change at 12.5 µM | 190,000 tested, 1.6% active | NF-kB reporter expression; active compounds read high; in the data active = fold change above about 3.3
# STAT1 blocker = inhibitors of IFN-gamma induced STAT1 signaling. 200,000 tested, 0.35% active. inhibition, % at 5.5 µM. AID 920. NIH 3T3 STAT1-luciferase reporter, luminescence;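 active = inhibition above a set limit, the mean inhibition across all tested compounds plus 3 SD, cut at about 34% in these data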;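 note: 0% = IFN-gamma with DMSO and 100% = IFN-gamma with 300 µM nifuroxazide; values of inactives mirror those of a sister screen read the other way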
# APP 5'UTR act = APP 5'UTR luciferase reporter activation; SH-SY5Y APP 5'UTR luciferase reporter, luminescence; zero percent = DMSO vehicle wells; activation, % at 2 µM; 190,000 tested, 1% active; AID 1276;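 active = activation above a set limit, based on mean plus 3 SD of controls, cut at about 140% in these data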; note: values of inactives mirror those of a sister screen read the other way
# APP 5UTR inh = APP translation inhibition. SH-SY5Y APP 5'UTR-luciferase reporter, luminescence. inhibition, % at 2 µM. 190,000 tested, 0.82% active;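 active = inhibition above a set limit, derived from the sample mean plus 3 SD, cut at about 45% in these data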; note: values of inactives mirror those of a sister screen read the other way
# FLuc inhib CS = counter-screen for luciferase assay inhibitors: firefly luciferase inhibition; P08659; ATPLite firefly luciferase biochemical luminescence, 10 min; inhibition, % at 10 µM; 200,000 tested, 1.5% active; AID 1006;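 active = inhibition above about 50% when tested at 10 µM, limit read from the data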
# Target sequence (P08659 whole entry, looked up): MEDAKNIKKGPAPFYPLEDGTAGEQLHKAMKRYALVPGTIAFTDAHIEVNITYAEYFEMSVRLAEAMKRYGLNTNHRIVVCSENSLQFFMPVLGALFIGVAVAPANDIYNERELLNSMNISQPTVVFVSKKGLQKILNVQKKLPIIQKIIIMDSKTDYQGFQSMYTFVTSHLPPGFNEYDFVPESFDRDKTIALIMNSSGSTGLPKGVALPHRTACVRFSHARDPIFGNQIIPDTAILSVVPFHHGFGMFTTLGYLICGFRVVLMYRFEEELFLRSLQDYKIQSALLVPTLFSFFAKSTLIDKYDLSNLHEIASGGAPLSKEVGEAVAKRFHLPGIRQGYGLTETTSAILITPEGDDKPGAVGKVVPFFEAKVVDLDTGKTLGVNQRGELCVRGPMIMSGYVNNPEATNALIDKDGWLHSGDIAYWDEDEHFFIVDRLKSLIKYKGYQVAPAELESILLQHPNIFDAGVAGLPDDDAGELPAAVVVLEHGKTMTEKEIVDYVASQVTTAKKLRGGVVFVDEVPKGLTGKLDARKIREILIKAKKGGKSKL
# STAT1 act = activators of IFN-gamma induced STAT1 signaling. AID 932. activation (% of control), % at 5.5 µM. NIH 3T3 STAT1-luciferase reporter, luminescence; 100% = IFN-gamma alone, no compound. 200,000 tested, 2.6% active;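 active = activation above the screen-wide mean activation plus 3 SD, cut at about 130% in these data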;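 note: raw ratio to IFN-gamma control signal so 100% means no change and 0% no light; values of inactives mirror those of a sister screen read the other way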
# Active calls of the source: *; x = not tested or not shown.
smiles,STAT3 act,Hsp70 act,STAT3 inh,RAM network inh,NF-kB expr up,STAT1 blocker,APP 5'UTR act,APP 5UTR inh,FLuc inhib CS,STAT1 act
CC(/C=C/c1ccccc1)=N\NC(=O)c1ccc(Br)cc1,90,-0.2,13,0.9,2.7,6,-13,13,1,93
CCS(=O)(=O)c1ccc(O)c(NC(=O)COc2ccc(OC)cc2)c1,103,-0.3,-5,1.1,1.1,-4,13,-13,0,104
COCCN(C(=O)c1ccco1)C(C(=O)NC1CCCC1)c1cccs1 (configuration not stated),103,-0.1,-2,0.6,1.4,-2,8,-8,-4,102
COc1ccc(C(=O)OCCNC(=O)c2c(Cl)nc3ccccn23)cc1,99,-0.1,7,-0.5,0.81,8,17,-18,-8,92
COc1ccccc1NC(=O)C1CCCCC1,105,0.0,-2,0.1,1.2,-8,-2,2,-2,108
CCOc1cc(C)c(S(=O)(=O)NC2CCCCC2)cc1C,103,-0.1,-4,1.8,1.1,8,-1,1,-3,92
C/C(=N\NC(=O)COc1ccc(C)cc1C(C)C)c1ccc(-n2ccnc2)cc1,106,-0.4,-12,-1.2,0.88,-3,13,-13,43,103
COc1ccccc1NC(=O)c1ccc(NC(=O)COC(=O)C(C)C)cc1,107,-0.3,-13,-0.8,0.83,-10,-4,4,-1,109
Cc1ccc(C)c(NC2=C(Cl)C(=O)OC2OC(=O)c2ccco2)c1 (configuration not stated),111,-0.2,-6,1.1,0.92,16,-2,2,-4,85
Cc1cc(C)n2cc(CSc3nnc(-c4ccccc4)o3)nc2n1,94,-0.2,11,0.7,1.2,-6,-9,9,-4,105
COCc1nnc(NS(=O)(=O)c2ccc(C)cc2)s1,106,-0.1,-5,0.7,1.4,2,-2,2,-1,98
COc1ccc(NC(=S)N(Cc2cccc(Br)c2)CC2CCC(C(=O)O)CC2)cc1 (configuration not stated),93,0.1,18,5.1,1,4,-1,1,-12,96
O=C(Nc1ccc2c(c1)OCO2)C1CCCN1C(=O)Nc1ccccc1F (configuration not stated),94,-0.1,10,2.2,1.1,9,-12,12,-1,92
COc1ccc(C2C(C(=O)N3CCCCC3)CCC(=O)N2c2cc(OC)c(OC)c(OC)c2)cc1 (configuration not stated),97,-0.3,7,-1.2,0.89,-2,9,-10,-6,102
Cc1onc(-c2ccccc2Cl)c1C(=O)NCCN1CCOCC1,101,-0.5,0,2.1,1,-1,12,-12,-5,102
Cc1ccc(C(=O)CSc2nnc(-c3ccccc3)n2-c2ccccc2)o1,94,-0.1,11,0.5,1.1,-7,-8,8,-3,106
Cc1cccc(NC(=O)c2cc(Cl)ccc2[N+](=O)[O-])c1,78,-0.3,28,0.9,1,-3,-19,19,-3,103
CC(C(=O)NC1C(=O)N2C(C(=O)O)=C(CSc3nnnn3C)CSC12)n1cc(Br)cn1 (configuration not stated),97,-0.1,8,0.1,1.1,4,0,0,-2,95
Cc1cc(C(=O)Oc2cccnc2)ccc1[N+](=O)[O-],83,-0.1,24,1.6,1.1,6,-1,1,-4,94
Cc1ccc(NC(=O)CNc2ccc(N3CCOCC3)cc2)cc1S(=O)(=O)N(C)C,101,-0.3,5,0.5,1.2,-3,-1,1,-4,102
CCOC(=O)c1cc(C)n(Cc2cccc(OC)c2OC)c1C,83,-0.1,27,0.2,1,0,4,-4,-2,100
CCCCC(CCC(=O)O)(C(=O)OCC)c1csc(N)n1 (configuration not stated),98,-0.4,11,0.1,0.97,1,5,-5,-10,99
OCCC1CN(Cc2c(F)cccc2Cl)CCN1C1CCCCC1 (configuration not stated),97,-0.3,7,0.2,1.2,4,12,-12,-7,94
CC(O)CNc1nc2c(c(=O)n(C)c(=O)n2C)n1Cc1cccc(C(F)(F)F)c1 (configuration not stated),96,-0.2,8,1.2,1.6,0,7,-7,-4,101
O=C(Cc1n[nH]c(=O)c2ccccc12)NCc1ccccc1,99,-0.3,4,1.0,1.1,2,17,-17,0,97
Nc1nnc(CSCc2ccc(Cl)cc2Cl)s1,98,-0.2,5,-0.1,1.1,4,6,-6,-3,96
Cc1ccc(-n2nnc3c(SCC(=O)NCc4ccco4)ncnc32)cc1,104,-0.1,2,3.7,1.2,-4,7,-7,26,104
CN(C)CCn1c(=S)[nH]c2ccc(Cl)cc2c1=O,98,0.1,13,2.4,1.1,5,-6,6,-6,95
CC1C2CC(C/C2=N/NC(=O)c2cccs2)C1(C)C (configuration not stated),101,0.3,11,1.5,1.2,-20,28,-28,0,118
O=C(N/N=C/c1ccc([N+](=O)[O-])cc1)c1c[nH]c2ccccc12,101,0.1,1,4.6,1.1,-19,29,-29,3,117

# Continued.
smiles,STAT3 act,Hsp70 act,STAT3 inh,RAM network inh,NF-kB expr up,STAT1 blocker,APP 5'UTR act,APP 5UTR inh,FLuc inhib CS,STAT1 act
O=C1C2C3C=CC(C3=C(c3ccccc3)c3ccccc3)C2C(=O)N1CCO (configuration not stated),104,-0.1,2,1.5,1.4,-1,-11,11,-2,101
Cc1cccc(NC(=O)N2CCC(c3nc4ccccc4o3)CC2)c1,84,0.0,24,-0.7,1.1,4,8,-8,-2,97
Cc1ccccc1NCC(=O)N/N=C/C(Br)=C/c1ccccc1,100,0.0,5,2.0,1.1,-2,-8,8,5,102
O=C(c1c[nH]c2ccc(S(=O)(=O)N3CCOCC3)cc2c1=O)N1CCCC1,102,-0.1,2,2.3,1.1,-3,-4,4,-6,102
Cc1c(Cl)cccc1N/C(SCC(=O)N1CCCCCC1)=C(/C#N)c1nc2ccccc2s1,106,-0.2,-7,6.7,1,6,-1,1,-5,95
CCC(C)Sc1nc2ccccc2n1CC(=O)O (configuration not stated),102,0.3,-2,0.4,1,-6,x,x,-1,99
COC(=O)CSc1[nH]c2ccc(Br)cc2c1[N+](=O)[O-],93,-0.4,12,1.5,1.4,-3,17,-17,-1,102
O=C(NN1CCOCC1)c1cc(-c2cccc(Cl)c2)nc2ccccc12,106,-0.1,-3,1.3,2.1,8,0,0,-3,93
C[C@H](NC(=O)c1ccccc1Cl)C(=O)OCC(=O)N1CC2(C)CC1CC(C)(C)C2 (some centres not stated),105,-0.3,-11,0.0,0.97,-5,4,-4,2,104
C=CCN(CC=C)CCOc1ccc(C)cc1[N+](=O)[O-],103,-0.2,0,0.6,2.1,-19,22,-22,12,116
COc1cc(SC)ccc1C(=O)Nc1c(C)cccc1C,97,-0.2,9,1.6,1.2,-6,3,-3,1,105
COc1ccc(OC)c(-c2c3cc(O)c(=O)cc-3oc3cc(O)c(O)cc23)c1,89,-0.1,13,6.5,0.42,3,-12,12,7,98
Cc1cccc(-n2c(N)c(C(=O)N3CCN(C)CC3)sc2=S)c1,106,-0.2,-3,4.0,0.94,1,18,-18,-9,99
Cc1ccc(C(=O)OCc2cn3ccccc3n2)cc1,91,0.1,17,0.9,1,0,-9,9,-6,99
CC(=O)Nc1ccc(S(=O)(=O)N(Cc2ccccc2)c2ccccc2F)cc1,105,-0.3,-2,3.9,1.1,9,9,-9,0,90
CN(C)S(=O)(=O)c1ccc(NC(=O)COC(=O)c2n[nH]c3ccccc23)cc1,63,-0.2,49*,5.0,0.5,18,2,-2,-3,84
C/C(Cl)=C/CSc1nn2c(=O)c3ccccc3nc2s1,89,-0.2,12,1.2,1.7,-9,x,x,17,109
CCOc1ccc(N2C(=O)CC(N(Cc3ccco3)C(C)=O)C2=O)cc1 (configuration not stated),104,-0.2,0,-0.5,0.91,0,22,-22,5,99
CCOC(=O)C1CCN(C(=O)COC(=O)c2ccc(Br)o2)CC1,102,-0.2,-1,1.3,1,-9,34,-34,1,108
O=c1cnnc(N/N=C/c2c[nH]c3ccccc23)[nH]1,91,-0.1,18,2.6,1.1,1,-17,17,0,97
CCOC(=O)CN1N=C(/C=C/c2ccc(C)cc2)CCC1=O,106,0.1,4,0.7,1.4,-9,-10,10,1,108
Cn1c(CO)cnc1SCC(=O)c1ccc(Br)cc1,99,-0.2,3,0.4,0.87,-4,-2,2,-7,105
COc1cccc(CN2CCN(S(=O)(=O)c3ccc(NC(C)=O)cc3)CC2)c1OC,98,-0.3,8,0.3,1,9,20,-20,0,91
Cc1ccccc1-c1nnn(CC(=O)Nc2ccc3c(c2)OCO3)n1,98,-0.1,9,3.9,1.1,-2,4,-4,-7,100
Clc1ccc(N2CCOCC2)nn1,102,1.8,0,0.0,1.1,-2,15,-14,-8,100
O=C(Nc1ccc(Cl)c(Cl)c1)OCc1cccnc1,93,0.1,16,0.2,1.5,-8,32,-32,-2,107
COC(=O)c1cn(NC(=O)c2cccc(OC)c2)c(=O)c2ccccc12,104,-0.1,-1,5.3,1,1,-6,6,-6,99
CCC(C)[C@H](N)c1nnc(SCC(=O)Nc2cccc(Cl)c2)o1 (some centres not stated),103,-0.3,0,2.6,1.1,0,-7,7,-2,100
Cc1sc2ncnc(Nc3ccc(N4CCOCC4)cc3)c2c1-c1ccccc1,91,-0.3,13,0.5,0.68,8,-6,6,2,93
CCNC(=S)Nc1cc(OCC)c(NC(=O)c2cccs2)cc1OCC,93,-0.2,7,4.5,1,-4,-20,20,-15,104

# (more compounds)
smiles,STAT3 act,Hsp70 act,STAT3 inh,RAM network inh,NF-kB expr up,STAT1 blocker,APP 5'UTR act,APP 5UTR inh,FLuc inhib CS,STAT1 act
Cc1nc2nc(-c3cccnc3)[nH]n2c(=O)c1Cc1ccccc1,106,-0.4,-7,-0.4,0.91,7,8,-8,6,94
c1nc(NC2CCCCC2)c2[nH]cnc2n1,92,0.0,15,0.2,1.3,-6,-7,7,-5,106
O=C(NCC1CCCO1)C1CCN(S(=O)(=O)c2cccc3nonc23)CC1 (configuration not stated),101,-0.2,2,1.6,0.95,-1,-23,23,-2,101
O=C(O)CN1C(=O)/C(=C/C=C/c2ccccc2)SC1=S,101,-0.3,9,0.9,1.3,-12,14,-14,79*,109
CCOC(=O)c1sc(=S)n(-c2cc(OC)ccc2OC)c1N,94,-0.2,13,4.0,1,-1,-7,7,-3,100
CNC(=S)N(Cc1cccs1)Cc1cc2cc(OC)c(OC)cc2[nH]c1=O,98,-0.2,0,1.9,0.87,-1,-15,15,-7,101
COc1ccc(Br)cc1CNc1ccc(O)cc1,94,-0.3,11,-0.6,0.89,-4,-4,4,-2,104
CCC1(N(C(C)=O)c2ccc(OC)cc2)C(=O)c2ccccc2C1=O,100,-0.4,4,1.2,0.66,6,-15,14,0,94

# In a second layout: entries from further up
# Each structure is followed by: STAT3 act	Hsp70 act	STAT3 inh	RAM network inh	NF-kB expr up	STAT1 blocker	APP 5'UTR act	APP 5UTR inh	FLuc inhib CS	STAT1 act
- CCOC(=O)c1sc(=S)n(-c2cc(OC)ccc2OC)c1N
  94	-0.2	13	4.0	1	-1	-7	7	-3	100
- CNC(=S)N(Cc1cccs1)Cc1cc2cc(OC)c(OC)cc2[nH]c1=O
  98	-0.2	0	1.9	0.87	-1	-15	15	-7	101
- COc1ccc(Br)cc1CNc1ccc(O)cc1
  94	-0.3	11	-0.6	0.89	-4	-4	4	-2	104
- CCC1(N(C(C)=O)c2ccc(OC)cc2)C(=O)c2ccccc2C1=O
  100	-0.4	4	1.2	0.66	6	-15	14	0	94
